# Myeloid diff MLP: promotes myeloid progenitor differentiation; ER-HoxA9 myeloid progenitors, lysozyme-GFP differentiation, flow cytometry; calls only at 10 µM; 360,000 compounds, 1% hits; AID 624256;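 active = normalized GFP-positive differentiation at or above the plate's own cutoff, the solvent-only control mean plus 3 SD; inconclusive = no clear call, values can overlap the other calls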;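 note: cells exposed to compound for four days before flow analysis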
# T cell modulator: T cell immune modulation candidate | AID 2052 | 330,000 compounds, 0.068% hits | calls only at 7 µM | 2C CD8+ T cell-vesicle binding, flow cytometry; stronger effect = lower value;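 active = response, share of CD8 T cells binding vesicles, and their 90th percentile fluorescence all below set limits, cut at about 80% in these data, passing the limit was not always enough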
#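 incubation = binding step 1.5 h, 37 °C, antibody labelling 20 min, ice | test system = 2C mouse CD8+ T cells | read-out basis = percent CD8+ FL2 mean versus row control | controls = Peptide-free naked vesicles (low) and QL9 vesicles with 0.7% DMSO vehicle (high) | detection = flow cytometry of vesicle-bound cells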
# T cell modulator vesicle-bound %: second read-out of T cell modulator, no call of its own (marks repeat the call); double positive events, %; measured here: CD8+ vesicle-bound cell fraction;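 binding gate set so that unloaded-vesicle control wells show 10% double positive cells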
# Myeloid diff MLP GFP+ MAC1+ %: recorded beside Myeloid diff MLP, whose call it bears; GFP+ MAC1+ double positive, %; measured here: differentiation confirmed by MAC1 staining
# * marks the source's active call; other numbers are inactive results; i = inactive; ? = inconclusive; . = no result given; + = active, no number. An excerpt; the hit share may differ from the screen's.
# The opening 3 compounds, ahead of the listing:
molecule	T cell modulator vesicle-bound %	T cell modulator	Myeloid diff MLP GFP+ MAC1+ %	Myeloid diff MLP
C=CC[C@H](CC(=O)NCCO)C(=O)N[C@H](COC(=O)[C@@H](CC=C)Cc1ccc(F)cc1)c1ccccc1	5	i	1.9	i
Cc1cnc(C(=O)OCc2nc3ccccc3o2)cn1	36	i	1.1	i
COc1cc(OC)cc(-c2c(C#Cc3ccsc3)c3cc(-c4cc(OC)c(OC)c(OC)c4)ccc3n2C)c1	6	i	1.6	i

# Results, from the first entry:
molecule	T cell modulator vesicle-bound %	T cell modulator	Myeloid diff MLP GFP+ MAC1+ %	Myeloid diff MLP
C=CC[C@H](CC(=O)NCCO)C(=O)N[C@H](COC(=O)[C@@H](CC=C)Cc1ccc(F)cc1)c1ccccc1	5	i	1.9	i
Cc1cnc(C(=O)OCc2nc3ccccc3o2)cn1	36	i	1.1	i
COc1cc(OC)cc(-c2c(C#Cc3ccsc3)c3cc(-c4cc(OC)c(OC)c(OC)c4)ccc3n2C)c1	6	i	1.6	i
CC(=O)N1CCN(C(=O)c2ccc(S(=O)(=O)Nc3ccccc3C)cc2)CC1	37	i	0.5	i
Cc1ccc(NC(=O)c2cc(=O)[nH]c3ccc(S(=O)(=O)N4CCOCC4)cc23)nc1	37	i	0.4	i
CCOc1ccc(S(=O)(=O)N2CCCCC2)cc1NC(=O)CN1CCCC1c1cccs1 (configuration not stated)	30	i	0.7	i
CC(NC(=O)CN1C(=O)NC2(CCCCC2C)C1=O)c1ccccc1 (configuration not stated)	54	i	1.1	i
O=S(=O)(c1ccc2c(c1)OCCO2)N1CCCN(S(=O)(=O)c2c(F)cccc2F)CC1	13	i	1.3	i
COc1ccc(NC(=O)CC(C)c2ccccc2)cc1S(=O)(=O)N1CCOCC1 (configuration not stated)	31	i	0.2	i
Cc1cccc(OC(C)C(=O)Nc2cc(S(=O)(=O)N3CCCCC3)ccc2C)c1 (configuration not stated)	34	i	1.5	i
O=C(NCSc1ccccc1)c1ccccc1	46	i	1.2	i
O=C(COC(=O)c1nc(Cl)ccc1Cl)NC1CCCCCC1	22	i	0.2	i
COc1cccc(N2CCN(C(=O)c3cc(-c4ccccc4)nc4c3cnn4C(C)C)CC2)c1	25	i	2.1	i
O=C(NOCc1ccccc1)c1ccc(Cl)cc1	25	i	0.1	i
Cc1cccc(NC(=O)C(=O)NCC2CCCN2S(=O)(=O)c2cccs2)c1C (configuration not stated)	34	i	0.4	i
O=C(OCC(=O)N1CCCc2ccccc21)c1ccc(F)c(S(=O)(=O)N2CCOCC2)c1	56	i	0.7	i
CCN(CC(=O)Nc1ccccc1OC)C(=O)c1ccccc1Sc1ccccc1C#N	28	i	0.3	i
O=C(O)c1ccccc1NS(=O)(=O)c1cccc(NS(=O)(=O)c2cc(Br)ccc2Br)c1	47	i	1.6	i
COc1ccc(Cl)cc1NC(=O)CN(C)C(=O)Cc1ccsc1	57	i	0.5	i
COc1ccc(-c2cn(Cc3ccc(C(N)=O)cc3)c(-c3ccc(Cl)nc3)n2)cc1	31	i	1.4	i
O=C(NCCS(=O)(=O)N1CCN(c2ccccc2)CC1)c1ccccc1F	50	i	0.6	i
Cc1ccc(NC(=O)C2CCN(C(=O)c3ccccc3C)CC2)nc1	32	i	0.9	i
O=C(CNC(=O)c1ccccc1F)NCc1ccncc1	18	i	1.1	i
O=C(NCC(c1ccco1)N1CCc2ccccc21)c1ccccc1Br (configuration not stated)	62	i	0.6	i
COc1cccc(CNC(=O)CSc2nc(=O)n(Cc3ccncc3)c3c2CCC3)c1	42	i	1.2	i

# Taken from above.
# Cc1cnc(C(=O)OCc2nc3ccccc3o2)cn1 – Myeloid diff MLP GFP+ MAC1+ % = 1.1
# O=C(NCCS(=O)(=O)N1CCN(c2ccccc2)CC1)c1ccccc1F – T cell modulator vesicle-bound % = 50
# CCOc1ccc(S(=O)(=O)N2CCCCC2)cc1NC(=O)CN1CCCC1c1cccs1 (configuration not stated) – T cell modulator vesicle-bound % = 30
# CCN(CC(=O)Nc1ccccc1OC)C(=O)c1ccccc1Sc1ccccc1C#N – Myeloid diff MLP GFP+ MAC1+ % = 0.3

# (cont.)
molecule	T cell modulator vesicle-bound %	T cell modulator	Myeloid diff MLP GFP+ MAC1+ %	Myeloid diff MLP
COc1ccc([C@H]2CC(=O)C=C(C#CC(C)(C)C)C2)cc1	19	i	1.8	i
Cc1cccnc1NC(=O)c1ccc(NS(=O)(=O)/C=C/c2ccccc2)cc1	15	i	0.9	i
O=c1c2ccccc2nc2n1CC/C2=C\N1CCN(c2ccc([N+](=O)[O-])cc2)CC1	52	i	0.7	i
C#CCOCCOCCOCCNc1nc(N2CCN(C(=O)[C@H](CCCN=C(N)N)n3cc(C(N)[C@@H](C)CC)nn3)CC2)nc(N2CCN(C(=O)[C@H](CCCCN)n3cc([C@@H](N)CC(N)=O)nn3)CC2)n1 (some centres not stated)	8	i	1.3	i
Cc1ccc(C(=O)OCN2C(=O)c3ccccc3C2=O)o1	51	i	0.7	i
CCN(C(=O)COC(=O)CCn1c(C)csc1=O)c1c(N)n(Cc2ccccc2)c(=O)[nH]c1=O	46	i	0.7	i
COc1ccc(CNC(=O)COc2ccc(S(=O)(=O)N3CCOCC3)cc2)cc1	17	i	0.5	i
CCc1cccc(NC(=O)[C@@H]2CCCN2C2=NS(=O)(=O)c3ccccc32)c1	12	i	0.9	i
O=C(NCCSc1ncc(-c2ccc(F)cc2)[nH]1)c1ccc2c(c1)OCO2	3	i	0.5	i
CCCCc1ccc(NC(=O)CSc2nc(=O)n3cc(C)ccc3n2)cc1	40	i	1.1	i
CN(CC(=O)NCc1cccnc1)S(=O)(=O)c1cc(Cl)ccc1Cl	7	i	0.2	i
Cc1ccccc1S(=O)(=O)N1[C@@H](c2ccc(F)cc2)C(C(=O)O)=CC[C@H]1c1ccc(Cl)cc1	60	i	0.7	i
Cc1ccc(Sc2ncccc2C(=O)NCC(c2ccc(F)cc2)N2CCOCC2)c(C)c1 (configuration not stated)	22	i	0.9	i
CC1(c2ccc(OC(F)F)cc2)NC(=O)N(CC(=O)c2ccc3c(c2)OCO3)C1=O (configuration not stated)	49	i	1.0	i
O=C(c1ccc(-c2ccccc2Cl)o1)N1CCN(S(=O)(=O)c2cccs2)CC1	32	i	0.5	i
Cc1cccc(C)c1NC(=O)Cn1c(=O)c(N2CCCCC2)c(N)n(C)c1=O	25	i	1.3	i
CN(CC(=O)NCc1ccco1)CC(=O)Nc1ccc(F)c(F)c1F	56	i	0.9	i
Cc1ccsc1C(=O)OCC(=O)Nc1nnc(-c2ccccc2)o1	44	i	1.1	i
CN1CCCN(C(=O)CNC(=O)c2ccccc2Br)CC1	44	i	0.2	i
Cc1cc(C(=O)CSc2nc3ccc(Cl)cc3[nH]2)c(C)n1Cc1ccco1	49	i	0.1	i
Cc1ccc(CNC(=O)COC(=O)c2cc(C)oc2C)cc1	38	i	0.2	i
CC12CCC(=O)N1C(C(=O)Nc1ccc(Cl)c(Cl)c1)CS2 (configuration not stated)	24	i	0.8	i
CCN(CC(=O)Nc1c(F)cccc1F)C(=O)/C=C/c1ccc2c(c1)OCO2	16	i	0.4	i
O=C(C[C@H]1C/C=C\C[C@@H](Cc2ccc(F)cc2)C(=O)O[C@@H](c2ccccc2)CNC1=O)N[C@@H](CO)Cc1ccccc1	24	i	1.2	i
COc1ccc(CNC(=O)C(=O)NCCC2CCCCN2S(=O)(=O)c2ccccc2)cc1 (configuration not stated)	44	i	0.8	i
CCOc1cccc2sc(=NC(=O)CCS(=O)(=O)c3ccc(F)cc3)n(C)c12	46	i	0.5	i
COc1ccc(S(=O)(=O)N2CCCC2CNC(=O)C(=O)NCc2ccco2)cc1 (configuration not stated)	58	i	0.5	i
CN(C(=O)COC(=O)CNC(=O)c1ccccc1F)C1CCCCC1	20	i	1.1	i
COCCN(C(=O)COC(=O)c1cc2c(s1)CCCC2)c1c(N)n(Cc2ccccc2)c(=O)[nH]c1=O	45	i	1.1	i
COc1ccc(NC(=O)COC(=O)Cc2cccs2)cc1OC	36	i	0.4	i
O=C(CNC(=O)c1ccccc1F)OCn1nnc2ccccc2c1=O	11	i	1.2	i
C[C@H](CO)N1C[C@H](C)[C@@H](CN(C)S(=O)(=O)c2cccs2)Oc2ccc(NS(=O)(=O)c3ccccc3)cc2CC1=O	13	i	2.9	i
O=C(CSc1nc2ccc(Cl)cc2[nH]1)Nc1ccc2[nH]c(=O)[nH]c2c1	35	i	0.7	i
CN(CC(=O)Nc1cccc(F)c1)CC(=O)N(C)CC(=O)Nc1ccccc1Br	26	i	0.3	i
CCOc1cc(/C=C2\N=C(C)OC2=O)cc(Cl)c1OCC(=O)OC	31	i	0.8	i
Cc1nc(-c2ccc(F)cc2)c(CC(=O)N2CCN(S(=O)(=O)c3cccc(Cl)c3)CC2)s1	38	i	0.2	i
Cc1cscn1	24	i	1.6	i
Cc1ccc(C(=O)CCC(=O)OCC(=O)Nc2ccccc2SCC#N)cc1	24	i	2.2*	+
CSCCC(NS(=O)(=O)c1ccccc1)C(=O)OCc1cc(=O)oc2cc(O)ccc12 (configuration not stated)	24	i	0.5	i
Cc1ccccc1C(=O)NCC(c1ccco1)N1CCc2ccccc21 (configuration not stated)	18	i	1.6	i
O=C(CSc1nc(=O)n2ccccc2n1)N1CCC(Cc2ccccc2)CC1	53	i	0.9	i
CN(CC(=O)NCc1ccc2c(c1)OCO2)CC(=O)Nc1ccc(F)c(F)c1F	40	i	0.7	i
Cc1ccc(S(=O)(=O)N2[C@@H](c3cccc(Cl)c3)C(C(=O)O)=CC[C@H]2c2cccc(Cl)c2)cc1	28	i	1.5	i
CCOc1ccc(NC(=O)CN(C)C(=O)c2ccc(COc3ccccc3)o2)cc1OCC	19	i	1.0	i
COc1cc2c(-c3ccc4[nH]ccc4c3)c(-c3ccc(C#N)cc3)oc(=O)c2cc1OC	30	i	.	?
C=CCOC(Cn1ccnc1)c1ccc(Cl)cc1Cl (configuration not stated)	22	i	0.4	i
O=C(c1ccccc1)n1c(=O)cc[nH]c1=O	56	i	1.4	i
CC(C)Oc1ccc(S(=O)(=O)N2CCCCC2)cc1NC(=O)CC1OC(=O)c2ccccc21 (configuration not stated)	28	i	0.6	i
COC(=O)c1ccc(CSc2ccc3nnc(-c4ccc(OC)c(OC)c4)n3n2)o1	32	i	0.2	i
C=CCNc1nnc(SCC(=O)N2CCC(C(N)=O)CC2)s1	22	i	0.7	i

# A run of entries from the list above, as a working copy:
molecule	T cell modulator vesicle-bound %	T cell modulator	Myeloid diff MLP GFP+ MAC1+ %	Myeloid diff MLP
COC(=O)c1ccc(CSc2ccc3nnc(-c4ccc(OC)c(OC)c4)n3n2)o1	32	i	0.2	i
C=CCNc1nnc(SCC(=O)N2CCC(C(N)=O)CC2)s1	22	i	0.7	i

# Single records, from the list above. Screens in order: T cell modulator vesicle-bound %	T cell modulator	Myeloid diff MLP GFP+ MAC1+ %	Myeloid diff MLP
# Shown for O=C(c1ccc(-c2ccccc2Cl)o1)N1CCN(S(=O)(=O)c2cccs2)CC1 : 32	i	0.5	i
# Shown for COc1cc2c(-c3ccc4[nH]ccc4c3)c(-c3ccc(C#N)cc3)oc(=O)c2cc1OC : 30	i	.	?
# Shown for CCN(C(=O)COC(=O)CCn1c(C)csc1=O)c1c(N)n(Cc2ccccc2)c(=O)[nH]c1=O : 46	i	0.7	i

# More structures follow:
molecule	T cell modulator vesicle-bound %	T cell modulator	Myeloid diff MLP GFP+ MAC1+ %	Myeloid diff MLP
COc1ccc(OC)c(S(=O)(=O)Nc2cc3c4c(c2)C(C)C(=O)N4CCC3)c1 (configuration not stated)	38	i	0.5	i
Cc1cccc(C(C)C)c1NC(=O)CN1C(=O)NC(Cc2ccccc2)C1=O (configuration not stated)	30	i	0.6	i
O=c1c2ccccc2oc2ccc(-c3ccc4cc[nH]c4c3)cc12	25	i	0.5	i
COc1cc(OC)cc(C(=O)NNC(=O)c2nn(C)c(=O)c3ccccc23)c1	35	i	1.0	i
O=C(Nc1cccc(Cl)c1)c1nc[nH]c1C(=O)NCc1ccccc1	34	i	0.6	i
CCOC(=O)c1ccoc1CN1CCN(S(=O)(=O)c2ccc(C)c(C)c2)CC1	32	i	0.1	i
O=C(OCC(=O)N(CCc1ccccc1)Cc1ccccc1)c1ccccc1[N+](=O)[O-]	27	i	0.5	i

# Compound activity from PubChem.
